MEKK2 mut-MEK5 = signal of MEK5 binding to mutant human MEKK2 PB1 domain. bead flow cytometry, Alexa488-MEK5 binding to MEKK2 mutant. percent response, % at 10 µM. 290,000 compounds, 0.35% hits. AID 1530; in the data active means percent response above about 24%, passing the limit was not always enough; further: inactives centre near 1; some results filed as inactive read as strong as hits; reference of the scale not given here
GPR7 antagonist = human neuropeptides B/W receptor 1 antagonism; GPR7-expressing cells, fluorescence antagonist assay; inhibition, % at 4.4 µM; 290,000 compounds, 1.1% hits; AID 1861; in the data active means inhibition above about 16%, passing the limit was not always enough;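 further: cells stimulated with the agonist NPW; 0% = agonist with vehicle and 100% = vehicle without agonist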
GalR3 antag = antagonists of human GalR3; O60755; HEK293 GalR3-CNG cAMP membrane potential fluorescence; galR3 body fused to GalR1 C-terminus; inhibition, % at 3 µM; 360,000 compounds, 0.44% hits;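 active means inhibition above the screen-wide average plus 3 SD, cut at about 13% in these data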;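 further: forskolin and galanin both at EC90 stimulate the cells; cAMP rise reported by CNG channel membrane potential dye signal; 0% = forskolin plus galanin with DMSO and 100% = forskolin alone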
Target sequence (O60755 1-299 limits assumed): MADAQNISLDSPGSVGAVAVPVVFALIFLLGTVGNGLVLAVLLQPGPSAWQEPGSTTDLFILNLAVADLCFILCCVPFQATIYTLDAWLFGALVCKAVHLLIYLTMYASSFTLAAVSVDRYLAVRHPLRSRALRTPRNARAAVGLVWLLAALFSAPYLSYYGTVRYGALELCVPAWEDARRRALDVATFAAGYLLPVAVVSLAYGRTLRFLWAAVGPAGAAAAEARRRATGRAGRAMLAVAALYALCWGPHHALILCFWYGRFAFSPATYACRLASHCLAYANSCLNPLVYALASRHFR
MEKK2wt PB1 HTS = raises or lowers MEK5 binding to wildtype human MEKK2 PB1 domain | Q9Y2U5 | bead flow cytometry, Alexa488-MEK5 binding to MEKK2 WT; actives lie on both sides | binding response (% of control), % at 10 µM | 290,000 compounds, 1.1% hits | AID 1531; in the data active means binding response below about 67% or above about 130%
PHOSPHO1 block = blocks human PHOSPHO1 phosphatase activity. Q8TCT1. recombinant PHOSPHO1, absorbance phosphatase assay. inhibition, % at 13.3 µM. 290,000 compounds, 1.1% hits. AID 1565; in the data active means inhibition above about 60%
MEKK3 PB1 HTS = modulators (inhibitors or enhancers) of MEK5 binding to human MEKK3 PB1 domain; binding response (% of control), % at 10 µM; bead-based flow cytometry, Alexa488-MEK5 binding to MEKK3; actives lie on both sides; 0 = blocked by unlabeled MEK5, 100 = vehicle; Q99759; 290,000 compounds, 1.4% hits;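 active means binding response more than 3 SD above or below the average of its plate-row segment, actives on both sides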;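 further: Alexa488 bead fluorescence after subtracting the streptavidin-only scavenger bead signal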
OXTR agonist = activates the human oxytocin receptor. 320,000 compounds, 0.32% hits. activation, % at 3 µM. P30559. CHO-OTR cells, Fluo-8 calcium fluorescence; normalized: DMSO 0%, oxytocin 100%;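 active means activation above the mean of all tested compounds plus 3 SD, cutoff set per screening run, cut at about 20% in these data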;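 further: peak over basal fluorescence ratio from a 100 s FLIPR kinetic read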
Target sequence (P30559 whole entry, looked up): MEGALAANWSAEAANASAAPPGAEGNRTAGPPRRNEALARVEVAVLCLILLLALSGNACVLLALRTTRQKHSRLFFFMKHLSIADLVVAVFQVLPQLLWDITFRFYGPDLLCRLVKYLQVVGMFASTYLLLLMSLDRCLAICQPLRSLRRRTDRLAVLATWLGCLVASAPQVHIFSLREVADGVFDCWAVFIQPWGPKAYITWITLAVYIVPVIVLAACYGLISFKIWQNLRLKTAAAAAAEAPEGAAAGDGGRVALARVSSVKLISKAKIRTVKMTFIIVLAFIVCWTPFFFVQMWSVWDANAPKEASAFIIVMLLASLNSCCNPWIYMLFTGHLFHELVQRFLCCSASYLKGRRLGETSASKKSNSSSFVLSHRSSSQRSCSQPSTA
NALP1 inh = blocks the NALP1 inflammasome reconstituted in yeast; S. cerevisiae NALP1/ASC/caspase-1 growth, X-gal OD620, 72 h; inhibition, % at 10 µM; 280,000 compounds, 0.61% hits; AID 2071; in the data active means inhibition mostly above about 24%, no sharp cut-off; inactive means mostly below about 32%; further: some compounds called inactive have numbers as strong as hits
V1aR counter = V1a receptor agonism, counter-screen for OXTR agonists. P37288. CHO-V1R cells, Fluo-8 calcium fluorescence, agonist mode; 0% DMSO, 100% 3 nM vasopressin. activation, % at 3 µM. 320,000 compounds, 0.25% hits;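 active means activation above the mean activation of all tested compounds plus 3 SD, per screening run, cut at about 20% in these data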;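 further: signal is peak over basal fluorescence ratio across a 100 second FLIPR read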
Target sequence (P37288 whole entry, looked up): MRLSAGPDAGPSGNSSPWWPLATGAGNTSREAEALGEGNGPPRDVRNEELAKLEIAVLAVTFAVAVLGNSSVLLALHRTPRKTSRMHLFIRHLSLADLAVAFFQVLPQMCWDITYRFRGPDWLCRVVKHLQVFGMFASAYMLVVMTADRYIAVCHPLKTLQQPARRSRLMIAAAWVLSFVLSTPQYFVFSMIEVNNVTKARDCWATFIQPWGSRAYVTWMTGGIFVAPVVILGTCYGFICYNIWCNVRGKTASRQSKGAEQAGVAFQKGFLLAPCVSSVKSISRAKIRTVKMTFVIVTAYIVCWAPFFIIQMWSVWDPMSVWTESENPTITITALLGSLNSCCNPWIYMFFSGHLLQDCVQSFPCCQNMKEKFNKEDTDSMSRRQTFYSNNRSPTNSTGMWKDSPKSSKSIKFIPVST
* hit, by the source's call; · = not tested or not shown. Rows are unselected, and some 5.4% of all compounds hit somewhere here.

Start of the data: the first five records, to show the layout:
SMILES	MEKK2 mut-MEK5	GPR7 antagonist	GalR3 antag	MEKK2wt PB1 HTS	PHOSPHO1 block	MEKK3 PB1 HTS	OXTR agonist	NALP1 inh	V1aR counter
COc1ccc(NC(=O)CN(C)Cc2cccs2)cc1Cl	2	4	-1	103	19	103	2.7	4	6.3
COc1ccc(N2CCN(S(=O)(=O)c3ccc4c(c3)NC(=O)C(C)C(=O)N4)CC2)cc1 (configuration not stated)	4	-13	·	101	33	100	0.5	6	-0.2
Nc1ccc(Nc2nc(-c3cccs3)cs2)cc1	1	-2	-4	93	8	97	-0.9	-2	-1.1
COCCCNC(=S)NNC(=O)c1cc(Cl)c(O)c(Cl)c1	-6	-4	-5	72	-29	72	-0.2	10	0.8
O=C(COC(=O)CCC1CCCC1)Nc1ccccc1Sc1ccccc1	-1	-10	-1	111	-6	113	-0.3	21	1.1

The whole of this part, repeating the preview:
SMILES	MEKK2 mut-MEK5	GPR7 antagonist	GalR3 antag	MEKK2wt PB1 HTS	PHOSPHO1 block	MEKK3 PB1 HTS	OXTR agonist	NALP1 inh	V1aR counter
COc1ccc(NC(=O)CN(C)Cc2cccs2)cc1Cl	2	4	-1	103	19	103	2.7	4	6.3
COc1ccc(N2CCN(S(=O)(=O)c3ccc4c(c3)NC(=O)C(C)C(=O)N4)CC2)cc1 (configuration not stated)	4	-13	·	101	33	100	0.5	6	-0.2
Nc1ccc(Nc2nc(-c3cccs3)cs2)cc1	1	-2	-4	93	8	97	-0.9	-2	-1.1
COCCCNC(=S)NNC(=O)c1cc(Cl)c(O)c(Cl)c1	-6	-4	-5	72	-29	72	-0.2	10	0.8
O=C(COC(=O)CCC1CCCC1)Nc1ccccc1Sc1ccccc1	-1	-10	-1	111	-6	113	-0.3	21	1.1
Cc1cc(-c2cccs2)c2c(n1)sc1c(=O)[nH]c(=O)[nH]c12	-2	1	-7	95	-22	99	-1.2	14	0.0
CCOC(=O)/C(C#N)=C1/SC(CCO)C(=O)N1c1ccccc1 (configuration not stated)	6	-5	2	95	-3	95	-0.9	5	0.6
Cc1ccc(CN2CCSc3ccc(C(=O)NCCCN4CCOCC4)cc32)cc1	9	0	-2	125	54	107	2.8	15	2.6
COc1cc(C(=O)NC(=S)N2CCCCCC2)cc(OC)c1OC	-4	-4	1	80	-69	68	-0.5	2	0.1
Cn1c(CSCC(=O)Nc2ccccc2)nnc1SCc1ccccc1	7	-4	-3	103	6	103	-1.7	39*	0.2
CCOc1ccc(C(C)NC(=O)C2CCCC2)cc1 (configuration not stated)	-11	6	-1	73	29	76	-1.4	-7	-0.3
COc1ccc2c(c1)C1C=CCC1C(c1cc3c(cc1Br)OCO3)N2 (configuration not stated)	-5	10	-2	86	24	93	-0.7	1	2.8
Cc1ccsc1-c1nc(CN2C[C@@H](C)O[C@@H](C)C2)c(C)o1	-1	-2	-4	97	16	100	-0.5	24	-0.7
CC(NC(=O)C(=O)N1CCCCC1)C(c1cccs1)N1CCN(c2ccccc2F)CC1 (configuration not stated)	4	-10	-5	102	18	103	1.6	23	0.3
CC(NCCOc1ccccc1F)C(=O)Nc1ccc(S(N)(=O)=O)cc1 (configuration not stated)	8	-11	-2	110	29	105	0.8	21	3.9
CC1CCCC(C)N1/N=C/c1ccccc1Br (configuration not stated)	2	-1	-7	102	7	102	-1.1	12	0.0
Cc1ccc(N2C(=O)C(Cl)=C(Nc3c(C)n(C)n(-c4ccccc4)c3=O)C2=O)cc1	-1	-23	-4	101	-38	100	0.0	40	0.3
CC(=O)Oc1cc2c(cc1Cl)C1(CC(c3ccccc3Cl)O2)CC(C)(C)NC(=S)N1 (configuration not stated)	-1	-9	-3	92	44	98	-1.3	1	-0.5
CS(=O)(=O)NCCC1=CCCCC1	7	-3	-2	110	6	118	0.3	-6	2.5
CCOC(=O)Cc1[nH]nc2c1C(c1cccc(OC)c1OC)C(C#N)=C(N)O2 (configuration not stated)	·	-1	8	·	-6	·	0.1	-18	1.6
N#C/C(=C\c1ccc(-c2ccc(Br)cc2)o1)C(=O)NCCc1c[nH]c2ccccc12	-2	-4	-7	96	7	97	-2.0	22	0.0
CN(C)c1cccc(C(=O)OCC(=O)N(Cc2ccccc2)C2CCS(=O)(=O)C2)c1 (configuration not stated)	0	-2	1	100	40	106	1.0	20	0.3
Cc1ccc(OCc2cc(C(=O)NC3CCOC3)no2)cc1C (configuration not stated)	1	-8	-1	101	13	101	1.1	12	1.6
O=C(O)CCCNC(=O)c1ccc(NC(=O)Cc2ccc(Cl)cc2)cc1	2	-3	-4	99	-20	101	-0.5	5	1.7
CCOC(=O)CNC(=S)N(CCCN1CCCCC1)Cc1cccs1	-4	35*	-2	95	-25	97	-1.0	4	0.9

Some entries already given, reduced to GPR7 antagonist, MEKK3 PB1 HTS and MEKK2wt PB1 HTS:
SMILES,GPR7 antagonist,MEKK3 PB1 HTS,MEKK2wt PB1 HTS
CN(C)c1cccc(C(=O)OCC(=O)N(Cc2ccccc2)C2CCS(=O)(=O)C2)c1 (configuration not stated),-2,106,100
Cc1ccc(OCc2cc(C(=O)NC3CCOC3)no2)cc1C (configuration not stated),-8,101,101
O=C(O)CCCNC(=O)c1ccc(NC(=O)Cc2ccc(Cl)cc2)cc1,-3,101,99

The list continues.
SMILES	MEKK2 mut-MEK5	GPR7 antagonist	GalR3 antag	MEKK2wt PB1 HTS	PHOSPHO1 block	MEKK3 PB1 HTS	OXTR agonist	NALP1 inh	V1aR counter
CCCC(C(=O)NC1CCCC1)N(CCN(CC)CC)C(=O)c1snc(C(N)=O)c1N (configuration not stated)	1	-15	3	102	-3	100	0.2	6	0.1
CC(=O)N(C(C)=O)N1C(=O)/C(=C/c2ccc(Cl)cc2)SC1=S	-7	-9	·	88	-78	92	-0.3	-20	0.0
Cc1cc(N/N=C2/CCCc3ccccc32)nc2ccccc12	28	-12	-5	160*	7	108	-2.0	4	-0.6
CCCC1=Nc2cc(C(=O)NCCCN3CCOCC3)ccc2Sc2ccccc21	12	4	1	112	-31	102	0.6	7	0.1
CC1(c2nnc(-c3cccc(Cl)c3)o2)CC(c2cccc([N+](=O)[O-])c2)=NO1 (configuration not stated)	-5	17	-5	89	20	100	-1.3	8	0.3
O=C(CNS(=O)(=O)c1ccccc1)N/N=C/c1ccccc1[N+](=O)[O-]	5	2	-8	100	5	101	-0.8	10	1.7
CCn1nnnc1NCc1c(OC)ccc2ccccc12	-3	-13	-1	99	8	100	0.8	18	0.1
COc1ccc(C2=NN(C(=O)CN3CCCCC3)C(c3ccc(OC)cc3)C2)cc1 (configuration not stated)	4	-4	-7	106	33	109	1.1	·	1.9
CN(CCO)C(=O)c1c(NC(=O)c2ccccc2)sc2c1CCCC2	0	-7	-8	101	45	105	0.7	7	0.6
Cc1cc(N2C(=O)c3ccc(C(=O)Nc4ccc(CC(=O)O)cc4)cc3C2=O)no1	-2	2	1	100	13	100	1.1	21	-0.4
CS(=O)(=O)N1CCCC(C(=O)Nc2ccccc2)C1 (configuration not stated)	0	-11	3	101	36	102	1.5	8	0.1
Cc1cccc(N2CCCn3c2nc2c3c(=O)[nH]c(=O)n2C)c1	5	-13	-8	106	·	100	-2.0	-7	-1.8
Cc1nnc(SCC(=O)NC2CCCC2)s1	0	8	-3	104	0	104	0.3	-7	0.8
O=C(CSc1ncnc2ccccc12)c1ccco1	-1	-3	·	104	-90	106	0.3	11	-0.1
Oc1ccc(N2CCN(c3ccnc4cc(Cl)ccc34)CC2)cc1	6	5	-7	100	23	98	1.5	10	3.0
CCCCC1=CC2=CC(=O)C(C)(OC(=O)c3cccs3)C(=O)C2=CO1 (configuration not stated)	2	·	-3	96	·	101	0.8	·	0.5
COCCCNC(=O)c1nc2c(nnn2Cc2cc(C)ccc2C)c(=O)[nH]1	-1	-6	-1	105	2	108	-0.1	11	0.1
COc1ccccc1NC(=O)c1cc(N2C(=O)C3C4CCC(C4)C3C2=O)ccc1Cl (configuration not stated)	2	-5	1	103	38	100	2.4	4	2.7
CC(=O)Nc1ccc2c(c1)ncn2C1CCCCC1	1	-5	-3	105	·	110	1.6	·	0.7
COc1ccccc1CC(=O)Nc1ccc([N+](=O)[O-])cc1OC	0	8	3	107	7	139*	-1.5	31	1.2
C=CCNC(=S)NNC(=O)C(CCC(C)C)CC(C)O (configuration not stated)	3	-8	-3	101	10	100	0.2	-10	0.4
CC(=O)c1cccc(NC(=O)CC2S/C(=N/N=C/c3cccs3)NC2=O)c1 (configuration not stated)	-3	4	4	96	15	97	0.6	12	-0.1
COc1ccccc1C1SCCN1C(=O)c1ccc([N+](=O)[O-])cc1 (configuration not stated)	-1	-3	-6	104	-3	103	-1.5	16	-0.4
CC(O)CN(CCC(N)=O)CCC(N)=O (configuration not stated)	7	4	-3	112	19	107	0.0	-15	0.1
Cc1ccc(NNC(=O)c2ccno2)cc1C	-9	-10	2	102	21	92	0.1	2	1.3
The list goes on:
SMILES	MEKK2 mut-MEK5	GPR7 antagonist	GalR3 antag	MEKK2wt PB1 HTS	PHOSPHO1 block	MEKK3 PB1 HTS	OXTR agonist	NALP1 inh	V1aR counter
CCOC(=O)C1(Cc2cccc(OC)c2)CCCN(C(=O)c2cc(C)on2)C1 (configuration not stated)	4	-8	2	101	68*	96	-0.8	2	1.3
CN1N=C(C(C)(C)C)CSC1=Nc1ccccc1	-8	-10	-3	90	38	92	-2.8	-4	-1.9
CC(C(=O)N(C)C1CCCCC1)N1CCC(C(N)=O)CC1 (configuration not stated)	-5	6	-1	99	22	96	1.4	17	1.2
CSc1ncccc1C(=O)OCc1ccc(C#N)cc1	2	0	-2	103	22	99	0.2	-5	-0.3
Cc1nn(-c2ccccc2)c(Cl)c1/C=N/NC(=O)OC(C)(C)C	0	-12	-6	95	-4	96	-1.1	44	5.3
CC(=O)Oc1c(Br)cc(N(C(C)=O)S(=O)(=O)c2ccccc2)c2ccccc12	2	-14	-2	103	20	106	-1.8	13	0.6
Cc1ccc(NC(=O)Cn2cnc3c(cnn3C(C)(C)C)c2=O)cc1	-3	-4	1	95	18	89	0.8	19	0.5
CN1C(=O)C2(C(C#N)=C(N)N(c3cc(Cl)cc(Cl)c3)C3=C2C(=O)CCC3)c2ccccc21 (configuration not stated)	9	-7	-4	105	12	105	-0.7	-5	-0.3
O=C1NC2(CCCCC2)C(=O)N1c1ccc(Cl)cc1	7	-20	-9	108	29	106	1.6	11	0.2
Cc1ccc2nc(Cl)nc(-c3ccccc3)c2c1	3	-10	9	94	25	106	-2.1	2	-1.7
COc1ccc(/C=C2\SC(=O)N(CCNC(=O)Cc3coc4cc(C)ccc34)C2=O)cc1OC	0	-22	-2	110	-30	113	-0.9	22	1.1
Clc1ccc(SCc2cn3ccsc3n2)cc1	9	-6	-4	104	6	100	-1.3	-5	0.5
CN1CCC(=O)N([C@H](CSc2ccc(Br)cc2)c2ccccc2)CC1	4	·	-7	112	31	106	3.9	15	2.0
O=C(c1ccco1)N1CCN(Cc2nnc(-c3ccccc3F)o2)CC1	-8	-4	-9	93	28	97	1.0	3	1.0
COCCCN1C(=O)c2ccc(C(=O)Nc3ccc(OC)cc3)cc2C1=O	1	9	-4	102	6	99	1.4	16	2.8
CCN(CC)c1cc(C)c2ccccc2n1	2	-8	-2	101	6	103	0.7	-77	0.3
Cc1c(C(=O)O)oc2ccc(S(=O)(=O)N3CCC(C)CC3)cc12	10	2	-5	102	9	102	-0.2	1	0.8
CCn1c2ccccc2c2cc(CNCCCN3CCOCC3)ccc21	20	-7	-12	130	·	109	0.8	-12	0.6
Cc1ccccc1NC(=O)C1CCN(S(=O)(=O)c2ccc3c(c2)NC(=O)C(C)S3)CC1 (configuration not stated)	10	-5	0	75	44	103	4.8	8	6.9
Cc1nn(-c2ccccc2)c(Cl)c1/C=N/NC(N)=O	-3	-16	3	97	28	104	-0.9	·	-1.0
COc1cc2c(cc1NC(=O)COc1ccccc1OC)oc1ccccc12	-2	-12	-3	95	-10	99	0.3	18	-0.6
